Screening results: PubChem BioAssay, National Center for Advancing Translational Sciences (NCATS)
D2 antagonist = D2 dopamine receptor (human) antagonism; P14416; HEK293 TREx D2 cells, calcium flux, dopamine EC80; inhibition, % at 10 µM; 2% of 340,000 active; in the data active means inhibition above about 30%; further: 0% is about no effect
Target sequence (P14416 whole entry, looked up): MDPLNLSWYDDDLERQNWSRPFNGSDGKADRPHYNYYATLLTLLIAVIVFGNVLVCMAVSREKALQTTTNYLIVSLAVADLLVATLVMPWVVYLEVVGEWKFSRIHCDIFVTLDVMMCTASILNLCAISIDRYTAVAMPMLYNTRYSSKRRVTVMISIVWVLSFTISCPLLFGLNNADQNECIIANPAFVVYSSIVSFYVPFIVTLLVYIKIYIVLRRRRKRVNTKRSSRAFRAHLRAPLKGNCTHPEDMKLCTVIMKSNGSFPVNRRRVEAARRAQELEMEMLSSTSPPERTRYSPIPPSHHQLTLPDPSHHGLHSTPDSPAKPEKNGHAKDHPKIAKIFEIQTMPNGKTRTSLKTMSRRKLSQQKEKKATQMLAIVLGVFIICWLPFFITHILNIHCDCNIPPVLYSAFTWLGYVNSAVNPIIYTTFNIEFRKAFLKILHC
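Read-out: kinetic calcium fluorescence (1 cycle/s) in inducible HEK293 T-REx D2 cells after an EC80 dopamine addition that followed 180 s compound preincubation. Loss of the dopamine response indicates antagonism.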
TRHR agonist = TRH receptor (human) agonism; P34981; TRHR cells, calcium flux fluo-8, FDSS agonist mode; activation, % at 2 µM; 0.18% of 360,000 active; AID 493084; further: 0% is about no effect
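Read-out: compound-evoked intracellular calcium rise in TRHR cells, fluo-8 dye, kinetic FDSS fluorescence at 1 s/cycle following a 10-cycle baseline. Cells cultured overnight before dye loading (30 min–1.5 h, RT).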
RXFP1 antag = RXFP1 (human) relaxin receptor antagonism. 0.59% of 350,000 active. Q9HBX9. HEK293-RXFP1, relaxin-stimulated cAMP HTRF, 30 min; active compounds read low. activity change, negative = inhibition, % at 57.5 µM;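 active means activity change of -60% or lower, but not beyond a set lower limit; inconclusive means change between -60% and -40%, or beyond the set limit; inactive means change above -40%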; further: on the % scale 0 is the no-effect control and ±100 the full control effect
D1 ag = human D1 receptor agonism | P21728 | HEK293 T-REx D1 cells, calcium flux, agonist mode | activation, % at 2 µM | 1% of 360,000 active; further: 0% is about no effect
Target sequence (P21728 whole entry, looked up): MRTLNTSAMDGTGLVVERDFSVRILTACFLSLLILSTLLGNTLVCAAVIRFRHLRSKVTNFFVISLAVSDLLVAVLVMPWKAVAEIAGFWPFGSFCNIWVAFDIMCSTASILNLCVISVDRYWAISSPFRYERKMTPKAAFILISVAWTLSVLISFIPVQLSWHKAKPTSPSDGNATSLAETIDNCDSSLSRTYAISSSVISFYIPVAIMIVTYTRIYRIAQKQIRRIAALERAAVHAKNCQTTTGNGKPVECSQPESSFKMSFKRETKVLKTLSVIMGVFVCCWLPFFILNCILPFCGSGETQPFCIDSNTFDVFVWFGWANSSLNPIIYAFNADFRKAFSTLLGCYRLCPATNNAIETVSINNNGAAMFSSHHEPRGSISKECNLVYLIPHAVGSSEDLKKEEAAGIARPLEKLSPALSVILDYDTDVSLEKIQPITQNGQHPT
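Agonism was scored from calcium flux recorded over 180 s (1 read/s) after pintool compound addition, following a 10-cycle baseline. Cells were inducible force-coupled HEK293 TREx D1, plated overnight at 30 C and loaded with no-wash calcium dye.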
TRHR PAM = allosterically enhances the human TRH receptor; TRHR cells, fluo-8 calcium fluorescence, EC20 TRH enhancement; enhancement, % at 2 µM; 0.66% of 360,000 active; in the data active means enhancement above about 30%; further: 0% is about no effect
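TRHR-expressing cells loaded with fluo-8 calcium dye were read kinetically (ex 480/em 530) during compound addition, then stimulated with an EC20 of TRH (10 nM final). Enhancement of the Gq-mediated intracellular calcium response was scored.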
D1 potentiator = enhances dopamine response at the human D1 receptor. P21728. HEK293 TREx D1 cells, calcium flux, dopamine EC20 potentiation. potentiation, % at 10 µM. 0.036% of 360,000 active; in the data active means potentiation above about 30%; further: 0% is about no effect
D1 antag = antagonists of human D1 dopamine receptor; HEK293 TREx D1 cells, calcium flux, dopamine EC80; active compounds read low; activity change, negative = inhibition, % at 10 µM; 3.2% of 360,000 active; AID 504652; in the data active means activity change below about -30%; further: on the % scale 0 is the no-effect control and ±100 the full control effect
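Tetracycline-induced HEK293 T-REx cells with force-coupled D1 receptor were loaded with a no-wash calcium dye. Compound was added after a 10 s baseline and read kinetically for 180 s; EC80 dopamine was then added and calcium flux followed another 180 s.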
D2 agonist = agonists of human D2 dopamine receptor; HEK293 T-REx D2 cells, calcium flux agonist mode; activation, % at 2 µM; 0.53% of 340,000 active; AID 485358;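 active means activation over 3 SD above normal in the single-dose calcium agonist read, cut at about 30% in these data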; further: 0% is about no effect
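In this primary screen, compounds producing a positive calcium signal within 180 s of addition to tetracycline-induced, force-coupled HEK293 Trex D2 cells are flagged; cells are dye-loaded with a no-wash calcium kit beforehand.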
D2 PAM = positive allosteric modulators of human D2 dopamine receptor | AID 485347 | P14416 | potentiation, % at 10 µM | 0.34% of 340,000 active | HEK293 T-REx D2, calcium flux, EC20 dopamine potentiation;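 active means potentiation over 3 SD above the plate norm, cut at about 30% in these data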; further: 0% is about no effect
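Cells plated with tetracycline inducer and held overnight at 30 C; calcium dye loaded 30–90 min at room temperature; baseline taken, compound added and read 180 s; EC20 dopamine then added and read 180 s.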
The depositor's hits bear a star; ? = inconclusive; · = not tested or not shown; & = joins results of further samples. Unless noted, no stated cut-off is given here; in the data, active means activation above about 30%; inactive means the rest.

| molecule | D2 antagonist | TRHR agonist | RXFP1 antag | D1 ag | TRHR PAM | D1 potentiator | D1 antag | D2 agonist | D2 PAM |
| --- | --- | --- | --- | --- | --- | --- | --- | --- | --- |
| Cc1cc(C)nc(SCCS(=O)(=O)Cc2ccc(Cl)cc2)n1 | · | -0.7 | 12 | 1 | 7 | -2 | -5 | -1.2 | 7 |
| COc1ccc(NC(=O)CCNS(=O)(=O)c2cccc3nsnc23)cc1OC | -1 | 0.0&0.9 | -1 | 2&1 | -2&1 | 2&-5 | -5&2 | 0.7&-0.2 | 4&0 |
| Cc1c(NC(=O)c2cccnc2C(=O)O)cccc1C(=O)O | 4 | -0.4 | -3 | 3 | -2 | -2 | -5 | 0.3 | 6 |
| CCc1cccc(C)c1NC(=O)COC(=O)CNS(=O)(=O)/C=C/c1ccccc1 | 1 | -0.5 | -2 | 0 | -7 | -9 | -26 | -0.5 | -1 |
| Cc1ccc(C)c(OCC(=O)N2CCN(C(=O)c3ccco3)CC2)c1 | -1 | -0.1 | · | 1 | -2 | 3 | 3 | 1.4 | -6 |
| CC[n+]1ccc(C[n+]2ccccc2)c2ccccc21 | -1 | 0.2 | -6 | 3 | 1 | -1 | 35 | 2.4 | 0 |
| CCOc1ccc(-n2c(=S)sc3c(=O)n(-c4ccc(F)cc4)c(SCC(=O)O)nc32)cc1 | -13 | -0.2 | -7 | -1 | 6 | -1 | -6 | 0.1 | 3 |
| COc1cc(C)c(S(=O)(=O)N2CCN(C)CC2)cc1C | 20 | -0.1 | 0 | -1 | 1 | -1 | -7 | -0.7 | -5 |
| Brc1cc2c(cc1/C=N/Nc1nc(N3CCCCC3)nc(N3CCCCC3)n1)OCO2 | 1 | -0.1 | · | 1 | 12 | 4 | 4 | -0.4 | · |
| COCc1cc(=O)[nH]c(SCC(=O)Nc2ccccc2)n1 | 12 | 0.1 | -4 | 0 | -4 | 0 | -5 | -0.2 | 3 |
| CCn1nc(C)c(CN2CCc3c([nH]c4ccccc34)C2C(C)(C)C)c1C (stereo unspecified) | · | 0.6 | -15 | 0 | -2 | 5 | -9 | · | · |
| Cc1cccc(C(=O)NCC2CCN(C(=O)c3cccc(C)c3)CC2)c1 | 5 | -1.0 | -11 | 3 | -11 | -1 | -8 | -0.9 | -1 |
| COc1cc(C(=O)NCc2nnc(SCC(=O)N3CCOCC3)o2)cc(OC)c1OC | -5 | 1.4 | -10 | 4 | -3 | 1 | -14 | -0.4 | 2 |
| Cc1ccc(CNC(=O)Cc2c(C)c3cc4c(C)coc4cc3oc2=O)cc1 | · | -0.1 | -3 | 5 | 2 | 0 | -5 | 0.4 | 7 |
| CN(C1CC(C)(C)NC(C)(C)C1)S(=O)(=O)CC12CCC(CC1=O)C2(C)C (stereo unspecified) | -11 | 0.0 | 6 | 3 | -2 | -7 | -6 | 0.9 | 5 |
| COc1ccc(OC)c(-c2csc(N(Cc3ccco3)C(=O)c3cccs3)n2)c1 | -8 | -0.7 | -14 | 0 | 7 | 0 | 6 | 0.4 | 8 |
| O=C(O)C1CC1C(=O)N1CCN(c2ccc(Cl)c(Cl)c2)CC1 (stereo unspecified) | -8 | 0.5 | -5 | 3 | -4 | 5 | -12 | -0.4 | -9 |
| Cc1cc(Cn2nnnc2-c2ccncc2)cc(C)c1O | 4 | 0.6 | 38 | 5 | 6 | -3 | -6 | 1.1 | 11 |
| CC(C)C(=O)N1CCN(c2ccccc2NC(=O)c2ccc([N+](=O)[O-])o2)CC1 | · | -0.6 | 8 | 5 | 8 | -3 | 0 | · | 17 |
| CCN(C(=O)COC(=O)c1cc2c(s1)CCCCC2)C1CCS(=O)(=O)C1 (stereo unspecified) | 4 | 0.1 | 4 | 7 | 18 | -3 | 9 | 0.0 | 11 |
| CCC(CC)C(=O)Nc1cccc(/C(C)=N/NC(=O)c2ccccc2Cl)c1 | 0 | -2.8 | 6 | 2 | 1 | -2 | -4 | -1.8 | 3 |
| COC(=O)c1[nH]c(C)c(/C(O)=C2\C(=O)C(=O)N(CCN3CCOCC3)C2c2ccc(C)o2)c1C (stereo unspecified) | -3 | -0.7 | 8 | 3 | -2 | -5 | 18 | 0.6 | -21 |
| Cc1cc(N2C(=O)C(=O)/C(=C(/O)c3ccccc3)C2c2cccs2)no1 (stereo unspecified) | -2 | 0.1 | 2 | 2 | -3 | -4 | -17 | -0.5 | -20 |
| Cc1nc(-c2ccc([S+](=O)([O-])N3CCN([S+](=O)([O-])c4c(F)cccc4F)CC3)s2)cs1 | · | 0.4 | · | 1 | 4 | -8 | 15 | · | · |
| Cc1ccc(-c2nnc(SCC(=O)Nc3ccc4c(c3)OCCO4)n2N)cc1 | -3 | -0.5 | -5 | 2 | 3 | 1 | -14 | -0.9 | -7 |
| COC(=O)CN1C(=O)CSc2ccc(S(=O)(=O)N3CCOCC3)cc21 | · | 0.4 | 3 | -1 | -5 | 0 | 8 | · | -2 |
| Cc1cc2c(N=NC(=O)CCc3ccccc3)c(O)[nH]c2cc1Br | -10 | -0.6 | 0 | 0 | 3 | -4 | 4 | -0.4 | 9 |
| CCc1ccc(OCCOCC(O)CN2CCN(Cc3ccc(Cl)cc3)CC2)cc1 (stereo unspecified) | 15 | 1.4 | -2 | 40* | 4 | -4 | -36* | 1.0 | -9 |
| COCCn1cnc2c1c(=O)n(CC(=O)O)c(=O)n2Cc1ccccc1 | 0 | -1.1 | 9 | 2 | 8 | -7 | 1 | -0.1 | 1 |
| CC1CCc2sc(C(=O)Nc3ccc(C(N)=O)cc3)cc2C1 (stereo unspecified) | -4 | 0.2 | -8 | 2 | 5 | 0 | 3 | 0.4 | 9 |
| C=C(C)c1cccc(C(C)(C)NC(=O)Nc2ccc(OC)cc2)c1 | · | -0.3 | -3 | 3 | -3 | -1 | -29 | · | · |
| Clc1ccc(Cc2noc(Cc3ccccc3)n2)cc1Cl | 6 | 0.2 | -12 | 1 | 5 | 5 | 18 | 0.7 | · |
| O=c1c2cc3c(cc2nc2sc(Nc4ccc(F)c(Cl)c4)nn12)OCO3 | · | -0.4 | · | 55* | 4 | 3 | 5 | -0.2 | -4 |
| Cc1cccc(C(=O)NCC(=O)OCC(=O)c2cc(C)n(CC3CCCO3)c2C)c1 (stereo unspecified) | 3 | 0.2 | -14 | 7 | -4 | 1 | -29 | -0.4 | -3 |
| COc1cc(C2c3c([nH]c(=O)[nH]c3=O)Nc3ccc4ccccc4c32)ccc1O (stereo unspecified) | 1 | 0.1 | 9 | 3 | -3 | -2 | 15 | 0.0 | 4 |
| CCOC(=O)NNC1CC(=O)N(c2ccccc2)C1=O (stereo unspecified) | -1 | 1.0 | 31 | 3 | -7 | 6 | -2 | 0.8 | 2 |
| Clc1cccc(C2Nc3cccc4cccc(c34)N2)c1Cl | 0 | -0.2 | -6 | 2 | -11 | -12 | -36* | 0.3 | -9 |
| COc1cccc(CNC(=O)c2cccc(-n3c(C)nc4cccnc43)c2C)c1 | · | 0.5 | -14 | -1 | 6 | -2 | -10 | 0.2 | -5 |
| O=C(CSC1=N/C(=C/c2ccco2)C(=O)N1c1ccc(OC(F)F)cc1)NC1CCS(=O)(=O)C1 (stereo unspecified) | 6 | 0.5 | -4 | 1 | -2 | -4 | -3 | 1.9 | 5 |
| COC(=O)c1ccc(SCC(=O)NC2CCCCC2)c([N+](=O)[O-])c1 | -7 | -0.5 | -3 | 1 | 1 | 4 | -7 | -1.3 | -6 |
| CC(=O)Nc1ccc(NC(=O)C(C)OC(=O)CNS(=O)(=O)c2ccc(Br)cc2Cl)cc1 (stereo unspecified) | 12 | 0.2 | -15 | 5 | 0 | -9 | -7 | -0.1 | -1 |
| COc1ccccc1NC(=S)NC(=O)CCCOc1ccc(Cl)cc1Cl | 1 | -0.2 | -21 | 5 | -12 | -1 | -2 | 0.5 | 4 |
| COc1ccc(N=Cc2c(O)c3ccccc3n2C(C)=O)cc1 | · | 34* | 0 | 119* | -2 | -10 | -22 | · | · |
| CCOc1ccc(S(=O)(=O)N2CCN(S(=O)(=O)c3ccc(C)c(C)c3)CC2)cc1 | 18 | -1.0 | 6 | 1 | 2 | 2 | -25 | -0.9 | 0 |
| Cc1ccc(-n2nc(CO)c(C(=O)NCCc3ccccc3)n2)cc1C | · | 1.3 | -2 | 13 | -3 | 3 | 0 | -0.5 | 6 |
| COc1ccc(NC(=O)C(=S)N2CCCC2)cc1 | · | 0.6 | -10 | 0 | 3 | -5 | -14 | · | · |
| Cc1ccc2c(c1)C1C=CCC1C(C(=O)O)N2 (stereo unspecified) | 5 | 0.3 | · | 3 | 0 | -1 | 9 | -1.6 | -9 |
| O=C(CC(c1ccccc1)c1cc(Br)ccc1O)NCC1(c2ccccc2)CCCC1 (stereo unspecified) | · | -0.4 | ? | 3 | 1 | -5 | -26 | -0.6 | 8 |

Continued (six carried over from the part before).
| molecule | D2 antagonist | TRHR agonist | RXFP1 antag | D1 ag | TRHR PAM | D1 potentiator | D1 antag | D2 agonist | D2 PAM |
| --- | --- | --- | --- | --- | --- | --- | --- | --- | --- |
| COc1ccc(N=Cc2c(O)c3ccccc3n2C(C)=O)cc1 | · | 34* | 0 | 119* | -2 | -10 | -22 | · | · |
| CCOc1ccc(S(=O)(=O)N2CCN(S(=O)(=O)c3ccc(C)c(C)c3)CC2)cc1 | 18 | -1.0 | 6 | 1 | 2 | 2 | -25 | -0.9 | 0 |
| Cc1ccc(-n2nc(CO)c(C(=O)NCCc3ccccc3)n2)cc1C | · | 1.3 | -2 | 13 | -3 | 3 | 0 | -0.5 | 6 |
| COc1ccc(NC(=O)C(=S)N2CCCC2)cc1 | · | 0.6 | -10 | 0 | 3 | -5 | -14 | · | · |
| Cc1ccc2c(c1)C1C=CCC1C(C(=O)O)N2 (stereo unspecified) | 5 | 0.3 | · | 3 | 0 | -1 | 9 | -1.6 | -9 |
| O=C(CC(c1ccccc1)c1cc(Br)ccc1O)NCC1(c2ccccc2)CCCC1 (stereo unspecified) | · | -0.4 | ? | 3 | 1 | -5 | -26 | -0.6 | 8 |
| N#Cc1ccccc1S(=O)(=O)Nc1ccc2c(c1)C(=O)OC2 | -5 | 0.2 | -10 | 3 | 2 | -4 | 0 | 0.1 | -3 |
| Cc1ccc(Nc2nc(-c3cccs3)cs2)nc1 | -18 | 0.3 | -16 | -2 | 3 | 1 | · | 1.5 | 0 |
| OC(CON=C1c2ccccc2-c2ccccc21)CN1CCNCC1 (stereo unspecified) | -3 | 0.5 | -28 | 5 | -11 | -2 | -5 | 0.5 | -15 |
| COc1ccccc1CNC(=O)c1ccc(-c2ccccc2)cc1 | -6 | 0.5 | -24 | 3 | 4 | 6 | 2 | 0.8 | 11 |
| C/C=C/C(=O)N1CC2(CC(c3cccc(NC(=O)/C(C)=C/C)c3)=NO2)C[C@H]1C(N)=O (stereo partly specified) | 24 | -0.1 | · | 2 | -4 | 2 | 30 | -0.6 | 6 |
| Cc1ccnc(NC(=O)c2ccc(Cl)c(S(=O)(=O)N3CCCCC3)c2)c1 | -17 | -0.3 | 1 | 2 | 2 | -4 | -7 | 0.6 | 10 |
